High-throughput results deposited in PubChem BioAssay by National Center for Advancing Translational Sciences (NCATS).
AT treatment – candidate therapy for ataxia-telangiectasia; […] A-T fibroblasts, KAP-1 phosphorylation AlphaLISA; neocarzinostatin DNA damage 30 min before lysis; Potency, µM (highest dose often 57.5 µM), inactives show at the top dose activation, most hits filed as activators; 0.19% of 320,000 active; also: potency is read from the fitted curve at half-maximal effect; % of control where 0% means no effect; nearly all actives have a fitted effect of over 45% in size
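hTERT-immortalized A-T patient fibroblasts ([…]), 500 cells/well in OPTI-MEM, 1% FBS, got compounds for 60 min, then NCS for 30 min at 37C. Lysates were then assayed for phospho-KAP-1 by AlphaLISA (anti-pKAP1 donor, anti-KAP1 acceptor beads), 6 hr at 25C.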
GALK inh – blocks human galactokinase activity. AID 1868. Purified GALK, Kinase-Glo residual ATP luminescence. 0.007% of 270,000 active. Potency, µM (highest dose often 57.5 µM), for the others: at the highest dose activity change, negative = inhibition, actives largely listed as inhibitors; also: potency is read from the fitted curve at half-maximal effect; % is scaled to controls: 0 for no effect and ±100 for the full control effect
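GALK at 5 nM final was combined with compound, 35 uM ATP and 100 uM galactose in HEPES pH8.0 with MgCl2 and DTT. The reaction ran one hour at room temperature before luminescent ATP detection.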
FBPA coupling cs – coupling enzyme interference in Giardia aldolase counter-screen | coupling enzyme system counterscreen, AmpLite Red fluorescence | activity change, negative = inhibition, % at 58.2 µM, hits read low | 0.67% of 290,000 active; in the data active = activity change below about -30%; also: % is scaled to controls: 0 for no effect and ±100 for the full control effect
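First, compound is pin-transferred into glyceraldehyde-3-phosphate coupling-enzyme reagent at 57.5 uM final and held 10 min at RT. Next, substrate, coupling system and AmpLite Red are added. After 20 min RT, fluorescence (525/598 nm) is read.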
Giardia killer – Giardia lamblia killing | Giardia lamblia trophozoite viability | activity change, % at 7.66 µM, hits read low | 0.15% of 340,000 active | AID 540267; in the data active = activity change below about -80%; inconclusive = between about -30% and that limit;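 also: parasites exposed to compound for two days anaerobically before the ATP read; % is scaled to controls: 0 for no effect and ±100 for the full control effect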
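Giardia trophozoites, 100 cells per well, were exposed to compounds for 48 hrs at 37 deg C under anaerobic conditions; viability was then read as ATP content by bioluminescence after 15-30 min at room temperature.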
BCR signal inh – inhibitors of chronic active B-cell receptor signaling. ABC-DLBCL IkBa-CBG/CBR reporter, luminescence ratio, 4 h. 0.05% of 340,000 active. Potency, µM (series often up to 46.1 µM), without a hit: at the highest dose ratio change, negative = lower green/red ratio, actives largely listed as inhibitors; active = well fitted inhibition curve with a large enough effect in the signal ratio, with a control signal flat, not every such curve was filed as active; inconclusive = small, poorly fitted or top-dose-only effect, or effect the other way, or a change in a side signal; the % refers to the signal ratio;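 also: potency is read from the fitted curve at half-maximal effect; plate controls were basal doxycycline-induced cells for no effect and cells given 10 µM MG132 for full effect; MG132 reads +100%, hits lower the ratio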
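Concentration-response series (up to 46 uM) were applied to TMD8 dual-reporter cells for 4 h at 37C with doxycycline. Green/red ratio, after filter-overlap correction, defined %Activity; red signal alone was normalised to basal cells and zero luminescence.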
TSHR antag – human thyrotropin receptor antagonism. 0.2% of 330,000 active. TSHR-expressing cells, TSH-stimulated cAMP HTRF, 2 h; hits give low values. activity change, negative = inhibition, % at 11.5 µM;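 active = activity change below a set negative limit, meaning inhibition stronger than a set level, cut at about -70% in these data; inconclusive = activity change between two set negative limits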; also: % is scaled to controls: 0 for no effect and ±100 for the full control effect
Target sequence (P16473 whole entry, looked up): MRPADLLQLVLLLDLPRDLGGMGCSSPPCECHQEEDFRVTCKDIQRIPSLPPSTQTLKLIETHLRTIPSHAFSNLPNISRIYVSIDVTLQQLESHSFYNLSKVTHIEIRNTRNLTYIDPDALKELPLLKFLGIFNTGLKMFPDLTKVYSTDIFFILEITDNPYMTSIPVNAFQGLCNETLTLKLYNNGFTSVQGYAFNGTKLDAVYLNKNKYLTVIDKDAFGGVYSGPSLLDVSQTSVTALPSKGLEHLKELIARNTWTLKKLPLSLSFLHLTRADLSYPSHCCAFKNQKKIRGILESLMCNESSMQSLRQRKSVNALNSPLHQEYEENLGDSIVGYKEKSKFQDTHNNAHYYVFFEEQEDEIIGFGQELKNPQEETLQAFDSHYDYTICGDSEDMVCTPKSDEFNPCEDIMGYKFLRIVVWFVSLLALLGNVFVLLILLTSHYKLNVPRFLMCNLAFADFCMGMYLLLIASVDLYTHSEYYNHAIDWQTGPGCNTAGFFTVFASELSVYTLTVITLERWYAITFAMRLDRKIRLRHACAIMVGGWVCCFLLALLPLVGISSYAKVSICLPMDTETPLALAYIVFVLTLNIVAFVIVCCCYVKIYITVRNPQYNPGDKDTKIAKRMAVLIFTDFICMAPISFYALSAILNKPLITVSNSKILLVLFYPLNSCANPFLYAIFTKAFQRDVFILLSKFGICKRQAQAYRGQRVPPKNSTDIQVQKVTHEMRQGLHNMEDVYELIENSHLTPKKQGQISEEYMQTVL
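Freshly harvested TSHR cells receive pin-tooled compound, then EC80 TSH at 4nM final. After 2 hours at 37 deg C, antibody in lysis buffer and cAMP-d2 are added; 30 minutes at ambient temperature precede the HTRF read.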
KCNH2 WT inh – inhibitors of human wildtype KCNH2 potassium channel; 0.37% of 340,000 active; U2OS, BacMam KCNH2, thallium flux FluxOr; hits give low values; activity change, % at 1.84 µM;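 active = maximum activity change below -70%; inconclusive = maximum activity change between -70% and -50%; inactive = maximum activity change above -50%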; also: % is scaled to controls: 0 for no effect and ±100 for the full control effect
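U2OS cells were transduced with wild-type KCNH2 virus (2.03 x 10^8 / mL) for 4 h at room temperature, then cultured overnight at 37 C. Thallium flux was read with FluxOr dye. Rate constants were normalized to DMSO controls.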
Tb PFK block – T. brucei PFK enzyme inhibition; T. brucei PFK, ADP-Glo luminescence; 0.17% of 330,000 active; Potency, µM (doses to about 57.5 µM), for the others: at the highest dose activity, negative = inhibition, most hits filed as inhibitors; AID 485367; O15648;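 also: potency is read from the fitted curve at half-maximal effect; 0% = uninhibited 1x PFK enzyme wells and -100% = no-enzyme wells; nearly all actives have a fitted effect of over 60% in size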
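1.25 nM PFK with 0.5 mM F6P and 0.1 mM ATP in 0.1 M TEA pH 8.0, 5 mM MgCl2, incubated 45 min at room temperature; ADP measured by ADP-Glo luminescence; compounds titrated up to 57 uM.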
CXXC DNA block – blocks binding of human MLL CXXC domain to DNA | AID 2662 | MLL-CXXC / FITC-HOXA9 DNA fluorescence polarization | Q03164 | Potency, µM (highest dose often 115 µM), for the others: top-dose activity change, negative = inhibition, usual class: inhibitors | 0.037% of 290,000 active; active = well fitted inhibition curve with a large enough effect in the polarisation, with a control signal flat, not every such curve was filed as active; inconclusive = small, poorly fitted or top-dose-only effect, or effect the other way, or a change in a side signal; inactive = no such curve, though single readings can be large or run the other way; the % refers to the polarisation; also: potency is read from the fitted curve at half-maximal effect
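Fluorescence polarization: 7 uM MLL-CXXC (stock) preincubated 5 min with compounds, then 50 nM fluorescein-HOX-A9 DNA (stock) added; 30 min ambient. Buffer 50 mM Tris-HCl pH 7.5, 50 mM NaCl, 1 mM DTT, 0.05% BSA.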
TCR activator – activates T cell receptor signaling; primary human leukocytes, anti-CD3, IL-2 HTRF, 48 h; Potency, µM (titrated, usually from 9.22 µM), without a hit: at the top dose activation of IL-2 secretion, usual class: activators; 330,000 tested, under 10 active; AID 504894; also: % of control where 0% means no effect
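48 hr co-incubation of compounds, a-CD3 beads and primary human leukocytes; IL-2 quantified homogeneously by HTRF with anti-IL-2 K and d2 conjugates.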
The depositor's hits bear a star; ? = inconclusive; · = no result given; & = joins results of further samples; [ ] = dose if it differs, or a comment. Unless noted, calls follow the shape of the dose curve; as a rule, active = well fitted curve in the direction sought with a large enough effect; inconclusive = small, poorly fitted or top-dose-only effect, or another doubt; inactive = no such curve, though single readings can be large; an effect the other way counts as inactive or inconclusive.

Each structure is followed by: AT treatment | GALK inh | FBPA coupling cs | Giardia killer | BCR signal inh | TSHR antag | KCNH2 WT inh | Tb PFK block | CXXC DNA block | TCR activator
CCCCN1C(=O)c2ccc(C(=O)Nc3ccc(S(=O)(=O)N(C)C)cc3)cc2C1=O
    -6% | -2% | -1 | 41[activator] | ? | 1 | 3 | 3% | -4% | 0%[46.1 µM]
Cc1cc([N+](=O)[O-])ccc1NC(=O)/C=C/c1cccs1
    -2% | 4% | -4 | 21 | ? | -11 | 1 | -14% | -15% | -1%[46.1 µM]
CC(C)CCN(C(=O)Cc1ccccc1F)c1c(N)n(Cc2ccccc2)c(=O)[nH]c1=O
    3% | 1% | 3 | -10 | -3% | 6 | 26 | 10% | -18% | -4%
CN(C(=O)C1CCCN(c2ncnc3c2nc2n3CCCCC2)C1)c1cccc(Cl)c1 (stereo not given)
    -2% | -11% | · | 4 | 4% | 6 | 9 | 14% | 1% | 2%
Cc1ccc2cc(CCNC(=O)c3ccco3)c(=O)[nH]c2c1C
    15% | 0% | 2 | 12 | -22% | 6 | 4 | -1% | -5% | 2%[46.1 µM]
CC(C)CN(C(=O)COC(=O)c1ccc(Br)cc1)c1c(N)n(Cc2ccccc2)c(=O)[nH]c1=O
    -1% | · | · | 4 | 17% | -16 | -2 | -3% | · | 2%
CC(C)(C)NS(=O)(=O)c1ccc(OCC(=O)NCCC2=CCCCC2)cc1
    -4% | 1% | 4 | 8 | -2% | -3 | 1 | -4% | 13% | -3%
COc1cccc(C(=O)NNC(=O)Cc2cccs2)c1
    16% | -3% | 5 | -12 | 5% | -9 | -1 | 8% | -2% | 0%
NC(=O)CC(NC(=O)Cc1ccc(Br)cc1)c1ccc(N2CCC(Cc3ccccc3)CC2)c([N+](=O)[O-])c1 (stereo not given)
    -41% | 5% | 2 | 0 | 6% | -3 | -5 | -6% | 2% | 1%
CC(=O)c1ccc(C(=O)N2CCC(CO)(Cc3cccc(C(F)(F)F)c3)CC2)cc1
    -1% | -2% | -1 | 15 | -4% | -19 | 2 | 3% | -13% | -5%
Cc1cc(C)c(-c2cc(C(=O)Nc3c(C)n(C)n(-c4ccccc4)c3=O)[nH]n2)c(O)c1
    -7% | -2% | 3 | -20 | ? | 10 | -2 | -6% | -5% | -3%
COc1ccc(/C=N/N2CCN(C3c4ccccc4-c4ccccc43)CC2)cc1OC
    · | -2% | 0 | 7 | 0% | 0 | -10 | 0% | 5% | 3%[46.1 µM]
O=C1CSC(=S)N1/N=C/c1cc(Br)ccc1O
    3% | -8% | 4 | · | -7% | 1 | · | -9% | 30% | ·
O=S(=O)(Nc1ccc(OC(F)(F)F)cc1)c1cccc2nonc12
    -3% | 3% | 3 | -6 | 13% | -1 | 2 | 0% | -1% | -9%
COc1ccccc1NC(=O)c1c(C)cc(=O)oc1C
    4% | 15% | 0 | -1 | 0% | 9 | 7 | -3% | -1% | -18%
CCCCC(=O)NCc1ccc(Cl)cc1
    7% | -3% | 0 | -3 | 2% | 3 | 1 | -13% | 11% | 9%[46.1 µM]
COC(=O)C1(CCSC)NC(c2ccc(O)c(OC)c2)C2C(=O)N(c3ccc(C)cc3)C(=O)C21 (stereo not given)
    -1% | -2% | 0 | 7 | -7% | 6 | -10 | 1% | 0% | 3%
Cc1ccn2cc(-c3ccc4c(c3)NC(=O)CO4)nc2c1
    0% | -2% | -8 | -10 | -14% | -14 | -6 | 0% | 27% | -1%
CCCn1nnnc1SCC(=O)NCc1cccs1
    4% | 8% | 0 | 7 | 10% | -5 | -12 | 1% | 1% | 4%
CC(=O)Oc1ccc2oc(-c3ccccc3)c(C(N)=O)c2c1
    18% | 0% | 0 | -2 | 3% | 2 | -19 | -2% | -4% | 2%
COc1ccc(CC(=O)NC(C)(C)C)cc1S(=O)(=O)N1CCOCC1
    1% | 2% | 2 | -4 | -3% | 4 | 1 | -7% | -13% | -9%
Cc1nn(Cc2ccccc2)c(C)c1NC(=O)CCCn1nc([N+](=O)[O-])cc1C
    -3% | -3% | -2 | -14 | -1% | 2 | 13 | -1% | -4% | -7%
CCN(CC)N=Nc1ccc(S(=O)(=O)Nc2nc(C)cc(C)n2)cc1
    -2%&9% | 3%&10% | 1&6 | -1&1 | 0%&-16% | -4&16 | 4&5 | -6%&-5% | -4%&-12% | 0%&13%
CCOCCCNC(=O)C(NC(=O)c1ccc(NC(C)=O)cc1)c1ccc(OC)cc1 (stereo not given)
    15% | -2% | 0 | 15 | ? | 0 | 27 | 0% | -1% | 2%[46.1 µM]
O=C(NC(=S)NCc1ccccc1Cl)c1cccs1
    -2% | · | · | -6 | 6% | -7 | -10 | 6% | · | -5%
COc1ccc(OC)c(NC(=O)c2ccccc2NC(=O)c2ccco2)c1
    -1% | -2% | 0 | -21 | ? | -8 | 4 | 3% | 1% | -1%
O=C(CCc1ccccc1)OCC(=O)c1cccc([N+](=O)[O-])c1
    0% | 16% | 1 | 0 | 6% | -4 | -9 | -4% | 1% | ·
Cc1ccc(OCC(=O)NNC(=S)NCc2ccccc2)cc1
    -3% | -2% | 0 | -12 | -2% | 0 | -19 | 2% | 3% | -2%
Cc1cccc(NC(=O)CCSc2nc(C)cc(C)n2)c1
    6% | 1% | · | 1 | -7% | -2 | -6 | 1% | 1% | -1%
Cc1nnc2n1N=CC=C(C(C)(C)C)S2
    4% | -1% | 0 | -14 | -1% | 3 | -7 | 1% | -4% | 4%
O=C(CN1CCOCC1)Nc1ccc(OC(F)(F)F)cc1
    2% | -6% | 2 | 18 | 3% | 9 | -2 | -1% | -2% | -4%
CCOc1ccc2[nH]c3c(NCCc4ccc(OC)c(OC)c4)ncnc3c2c1
    -14% | · | -4 | -4 | 0% | -12 | -8 | 2% | -13% | -7%
Cc1ccc(NC(=O)COC(=O)Cn2nc(C)c([N+](=O)[O-])c2C)c([N+](=O)[O-])c1
    2% | 1% | -3 | -21 | 2% | -11 | 15 | 0% | 18% | -5%[46.1 µM]
O=c1c2[nH]c3cccc(Cl)c3c2ncn1Cc1ccncc1
    5% | 0% | -1 | 5 | 4% | 0 | 6 | 1% | -7% | -12%
CC[n+]1ccc(C)c2cc(S(=O)C(F)(F)F)ccc21 (stereo not given)
    -2% | 1% | -10 | 4 | -7% | 2 | -1 | 1% | -2% | 2%
Cc1ccc(S(=O)(=O)/N=C(\N)Nc2nc(C)c3cc(C)ccc3n2)cc1
    2% | -6% | 1 | 16 | ? | -1 | 6 | 7% | 41%[activator] | -2%
COc1cccc(NC(=O)CSc2nnc(-c3cc(C)n(-c4ccccc4)c3C)o2)c1
    3% | 2% | 3 | 6 | ? | 5 | 4 | 7% | 10% | -1%
Cc1cc(=O)oc2c1c(C)nn2-c1nn[nH]n1
    -7% | 1% | 0 | -6 | 13% | 7 | 21 | -1% | 9% | ·
COc1cccc(NC(=O)Nc2cc(C(=O)O)ccc2N2CC3CC(C2)c2cccc(=O)n2C3)c1 (stereo not given)
    3% | 1% | · | 4 | 4% | 4 | 1 | 11% | 46%[activator] | 2%
CCCn1c(=NC(=O)c2ccc3c(c2)OCO3)c(C#N)cc2c(=O)n3cccc(C)c3nc21
    -2% | -4% | 4 | · | 13% | -6 | · | 15% | 7% | ·
O=C(Nc1ccc(Cl)cc1)NC1CCCCC1Cc1ccco1 (stereo not given)
    6% | · | 2 | 0 | -3% | -18 | -1 | 0% | 6% | 13%
CN(Cc1ccccc1)S(=O)(=O)c1ccc(NC(=S)NC(=O)C2CCCCC2)cc1
    -1% | 1% | -1 | -1 | 1% | -42 | 2 | 10% | 12% | -4%[46.1 µM]
O=c1[nH][nH]cc1C=Nc1ccc(Cl)cc1
    3% | 0% | 0 | 20 | 1% | 0 | -9 | -7% | -1% | -5%
NC(=O)c1cc(S(=O)(=O)N2CCCC2)ccc1OCCOc1ccccc1
    -12% | · | · | 9 | 1% | -14 | 3 | -1% | · | -3%
O=c1cc(N2CCN(c3ccccc3Cl)CC2)[nH]c(=O)n1Cc1ccc(F)cc1
    -2% | -1% | 1 | 44[activator] | -7% | -9 | -3 | 15% | 9% | 3%
Cc1ccc(O)c(Nc2nc(-c3ccccc3)nc3ccccc23)c1
    -19% | -3% | 1 | 22 | 11% | -13 | -13 | 0% | 16% | ·
Cc1cc(NC(=O)c2ccco2)ccc1NC(=O)c1ccco1
    -4% | 19% | 0 | 35[activator] | ? | 6 | -8 | 1% | 2% | 8%
O=C(Nc1cccn(Cc2ccccc2)c1=O)NC1CCCCC1
    4% | -4% | -9 | 6 | -5% | -2 | -23 | 2% | 5% | -1%

Some of these compounds in order of the TSHR antag value, largest number first:
SMILES | TSHR antag
O=c1cc(N2CCN(c3ccccc3Cl)CC2)[nH]c(=O)n1Cc1ccc(F)cc1 | -9
NC(=O)c1cc(S(=O)(=O)N2CCCC2)ccc1OCCOc1ccccc1 | -14
O=C(Nc1ccc(Cl)cc1)NC1CCCCC1Cc1ccco1 (stereo not given) | -18
